# Screening data deposited in PubChem by Sanford-Burnham Center for Chemical Genomics.
# GRIN3A LBD mod: modulators (binders) of human NR3A ligand-binding domain | Tm shift relative to glycine control, % at 25 µM | NR3A LBD differential scanning fluorimetry, Tm shift; 0% = protein alone, 100% = glycine-bound protein | actives 2.5% (n = 340,000) | AID 1259313;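 active means melting temperature shift of at least 10% of the positive control shift, at one fixed dose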
# PfGluPho inh: PfG6PD (Plasmodium falciparum) enzyme inhibition; actives 0.78% (n = 350,000); PfGluPho enzyme, NADPH resazurin-diaphorase fluorescence; inhibition, % at 20 µM;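 active means inhibition reaching at least a set limit at 20 µM in the primary screen, cut at about 59% in these data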;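 further: 0% = DMSO wells with substrate and 100% = DMSO wells lacking glucose-6-phosphate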
# hIAP activ: human IAP activation; actives 0.16% (n = 330,000); purified human IAP, CDP-Star luminescence, 30 min; stronger effect = higher value; 1 = vehicle-only enzyme, 0 = enzyme-free background; activation factor at 10 µM; P09923;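 active means activation factor of the enzyme at least 2-fold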; further: the source names both 10 and 20 µM as test concentration; values of inactives mirror those of a sister screen read the other way
# Target sequence (P09923 whole entry, looked up): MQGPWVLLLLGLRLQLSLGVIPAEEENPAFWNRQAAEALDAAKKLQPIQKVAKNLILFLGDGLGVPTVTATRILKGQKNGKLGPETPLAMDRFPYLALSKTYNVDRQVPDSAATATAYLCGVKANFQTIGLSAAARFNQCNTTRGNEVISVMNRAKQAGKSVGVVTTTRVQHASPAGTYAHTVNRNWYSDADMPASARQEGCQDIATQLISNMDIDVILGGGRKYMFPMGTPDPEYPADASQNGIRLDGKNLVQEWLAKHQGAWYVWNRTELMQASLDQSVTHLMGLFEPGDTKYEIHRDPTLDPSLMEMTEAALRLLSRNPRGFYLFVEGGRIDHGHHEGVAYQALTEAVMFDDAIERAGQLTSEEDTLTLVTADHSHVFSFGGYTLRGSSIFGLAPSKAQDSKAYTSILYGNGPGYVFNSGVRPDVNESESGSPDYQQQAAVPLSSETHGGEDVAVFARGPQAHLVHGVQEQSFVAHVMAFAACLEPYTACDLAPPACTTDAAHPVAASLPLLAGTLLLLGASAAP
# SENP8 block: inhibitors of human SENP8 protease. Q96LD8. recombinant SENP8, Nedd8 substrate fluorescence. inhibition, % at 20 µM. actives 0.64% (n = 360,000). AID 602440; in the data active means inhibition mostly above about 40%, no sharp cut-off; inactive means mostly below about 27%
# SENP6 block: SENP6 protease inhibition; Q9GZR1; Recombinant SENP6 catalytic domain, aminoluciferin luminescence; inhibition, % at 10 µM; actives 1.8% (n = 330,000); AID 2599;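 active means inhibition above about 50% at the single tested dose, limit read from the data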;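 further: plate controls were DMSO wells with enzyme for no effect and DMSO wells lacking enzyme for full effect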
# Target sequence (Q9GZR1 628-1112 limits assumed): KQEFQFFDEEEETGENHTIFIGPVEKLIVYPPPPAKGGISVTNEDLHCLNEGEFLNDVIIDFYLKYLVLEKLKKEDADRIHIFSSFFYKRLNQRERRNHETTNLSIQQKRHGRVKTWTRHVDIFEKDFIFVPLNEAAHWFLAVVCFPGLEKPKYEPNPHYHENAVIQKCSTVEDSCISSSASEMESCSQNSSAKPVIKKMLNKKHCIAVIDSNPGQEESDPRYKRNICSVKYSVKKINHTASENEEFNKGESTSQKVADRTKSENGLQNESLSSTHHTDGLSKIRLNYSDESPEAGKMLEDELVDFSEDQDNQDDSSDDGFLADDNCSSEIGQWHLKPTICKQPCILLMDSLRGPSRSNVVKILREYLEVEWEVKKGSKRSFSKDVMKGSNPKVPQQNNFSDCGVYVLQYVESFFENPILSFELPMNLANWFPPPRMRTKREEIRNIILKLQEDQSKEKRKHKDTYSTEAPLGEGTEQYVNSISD
# ATG4B inhibitor: inhibitors of human ATG4B cysteine protease; inhibition, % at 8.33 µM; Q9Y4P1; actives 0.51% (n = 340,000); ATG4B cleavage of LC3-PLA2, NBD-HPC fluorescence, 1 h; in the data active means inhibition above about 40%
# SENP1 FRET inh: inhibitors of human SENP1 SUMO protease catalytic domain | recombinant SENP1 catalytic domain, CyPet-SUMO1-YPet FRET cleavage | inhibition, % at 10 µM | actives 0.21% (n = 360,000) | AID 624204;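 active means inhibition at least 30% at 10 µM, raw YFP signal under a set limit, fluorescence ratio 0.5 to 1.5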;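 further: 0% = enzyme with DMSO and 100% = no enzyme wells; some results filed as inactive read as strong as hits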
#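 Material – human SENP1 catalytic domain · Input – SENP1 enzyme, 20 pM final · Compound dosing – single concentration of 10 µM compound, 0.5% DMSO final · Timing – enzyme reaction for 50 min at room temperature, dark · Measured by – FRET fluorescence in CFP and YFP emission channels · Control set – no-enzyme wells low, DMSO-plus-enzyme wells high control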
# MPTP inh: inhibitors of mitochondrial permeability transition pore; isolated mouse mitochondria, Ca2+ swelling absorbance, 30 min; actives 1.4% (n = 360,000); inhibition, % at 10 µM;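 active means inhibition of 50% or more, scaled per plate between neutral and stimulator controls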;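 further: 0% = DMSO wells given calcium and 100% = 1 mM EGTA wells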
# The depositor's hits bear a star.
SMILES,GRIN3A LBD mod,PfGluPho inh,hIAP activ,SENP8 block,SENP6 block,ATG4B inhibitor,SENP1 FRET inh,MPTP inh
Cc1cc2c(c(SCC(=O)NCc3ccccc3Cl)n1)C(=O)OC2,-2,-1,0.92,5,-10,-8,0,1.2
C[C@@H](C(=O)OCC(=O)NCCc1ccc(S(N)(=O)=O)cc1)N1C(=O)C2CCCCC2C1=O (some centres not stated),-1,-9,0.95,13,-20,5,1,-1.0
Cc1ccc(/C=C(\NC(=O)c2ccccc2)C(=O)OCc2ccccc2)cc1,-1,-4,0.98,2,-3,-5,-1,0.0
CCCn1nnnc1SCC(=O)c1ccc(NC(C)=O)cc1,0,-5,0.92,15,-10,-4,2,-0.9
COc1cccc(CNc2ccc(S(=O)(=O)N3CCN(C)CC3)cn2)c1,3,-1,0.92,-5,-15,-9,0,-1.8
COc1ccc(Br)cc1/C=C\C(=O)NCc1cccnc1,0,-19,1,-16,-5,2,0,1.6
CCOC(=O)c1sc(NC(=O)c2ccc(S(=O)(=O)N3CCOCC3)cc2)nc1-c1ccccc1,6,-24,1.2,-62,11,-9,3,6.9
O=c1[nH][nH]c(-c2ccccc2)c1C=Nc1ccccc1Cl,1,4,1.2,8,5,-17,1,0.1
CC(C)N1CC(C(=O)O)CC1=O (configuration not stated),-1,-15,1.3,14,4,-3,1,-0.8
CCOC(=O)C1(Cc2cccc(Cl)c2)CCCN(C(=O)c2cc(C)n(C)n2)C1 (configuration not stated),1,2,0.79,13,6,-7,2,0.2

# Reprinted from the part before: 4 compounds, followed by the next part.
SMILES,GRIN3A LBD mod,PfGluPho inh,hIAP activ,SENP8 block,SENP6 block,ATG4B inhibitor,SENP1 FRET inh,MPTP inh
CCOC(=O)c1sc(NC(=O)c2ccc(S(=O)(=O)N3CCOCC3)cc2)nc1-c1ccccc1,6,-24,1.2,-62,11,-9,3,6.9
O=c1[nH][nH]c(-c2ccccc2)c1C=Nc1ccccc1Cl,1,4,1.2,8,5,-17,1,0.1
CC(C)N1CC(C(=O)O)CC1=O (configuration not stated),-1,-15,1.3,14,4,-3,1,-0.8
CCOC(=O)C1(Cc2cccc(Cl)c2)CCCN(C(=O)c2cc(C)n(C)n2)C1 (configuration not stated),1,2,0.79,13,6,-7,2,0.2
CC(=O)c1cccc(NC(=O)CN2C(=O)COc3ccc(S(=O)(=O)N4CCOCC4)cc32)c1,0,-31,0.95,7,0,8,-2,2.2
CCN(CC)c1ccc(NC(=O)COC(=O)CCC(=O)c2cccs2)cc1,0,15,0.97,10,-15,2,1,-0.7
CN(C)CC(O)COc1cccc(OCC(O)CN(C)C)c1 (configuration not stated),-1,7,0.94,29,-4,1,1,5.0
Cc1cc(OC(C)C(=O)NCCCN2CCOCC2)c2c(C)cc(=O)oc2c1 (configuration not stated),0,11,0.92,-413,3,-1,1,-1.8
c1ccc(CNCc2ccc3c(c2)OCO3)nc1,-2,5,1.1,13,-11,5,0,-1.8
O=C(Nc1cccnc1Cl)c1ccc(Cl)c([N+](=O)[O-])c1,-2,19,1.1,20,-4,0,2,5.7
COc1ccc(C(=O)NC(=S)Nc2ccc3oc(=O)ccc3c2)cc1OC,-1,6,0.99,9,-13,-4,1,0.2
COc1ccc2nc(C3CCCCC3)nc(C3CCCCC3)c2c1,0,21,1.1,1,-21,-10,-1,24
O=C(CCNC(=O)C1CCN(S(=O)(=O)c2ccc(F)cc2)CC1)NCCc1cccc(F)c1,2,-4,1.4,3,7,-11,-1,-0.1
O=C(N/C=C\c1ccccc1)NCc1ccc(Cl)cc1,-2,4,1.2,2,2,-9,-2,-3.0
CC1CCCCN1CCCNC(=O)c1ccc(Br)cc1 (configuration not stated),0,1,0.83,7,4,-2,-26,0.3
OC(CNCC1CCCO1)Cn1c2ccc(Br)cc2c2cc(Br)ccc21 (configuration not stated),-16,30,1.1,26,-12,-5,0,0.3
CC[C@@]1(C(=O)OC)N[C@H](CN(C)C(=O)c2ccc(C)cc2)[C@@H]2C(=O)N(C)C(=O)[C@@H]21,1,-8,1,5,-7,-6,2,7.8
O=C(NC1CCCCC1)n1c(=O)oc2ccc(Cl)cc21,2,7,0.99,15,-7,9,4,13
CCCOc1ccccc1C1CC(=O)Nc2cc3c(cc21)OCCO3 (configuration not stated),-1,39,1.2,16,-19,-10,1,5.6
Cc1cccc(C)c1N1CCN(S(=O)(=O)N2CCCCC2)CC1,4,-16,1,3,31,55*,-4,1.4
Cc1cccc(C(=O)OC(C)C(=O)Nc2ccc(S(=O)(=O)Nc3ncccn3)cc2)c1C (configuration not stated),-1,-14,1.1,11,1,-15,-6,1.1
Cc1cc(-c2ccccc2)n2nc(C)c(C#N)c2n1,1,-9,1.1,-355,-18,-10,2,1.6
Cc1cc(=O)oc2c3c(cc(OCC(=O)NCCC(=O)O)c12)OC(C)(C)CC3,0,-10,1.1,-288,-18,-2,0,-0.3
COc1ccc(OC)c(-c2csc(NC(=O)Cc3ccccc3OC)n2)c1,-6,13,0.87,15,-15,3,3,-0.9
CCOC(=O)N/N=C\c1ccc(-c2cccc(C(F)(F)F)c2)o1,-1,6,0.94,-38,1,0,1,-0.6
Cn1cc(C(=O)NC2CCCCCCC2)c(=O)c2cc(S(=O)(=O)N3CCCC3)ccc21,2,-5,0.94,18,-4,0,1,3.4
CCC(Oc1cc(Cl)ccc1Cl)C(=O)NNC(=O)CCC(=O)O (configuration not stated),0,-15,1.2,23,-6,1,2,-0.2
Cc1ccc(O)c(CO)n1,0,-6,1.1,-87,-12,6,2,-0.3
CCOC(=O)c1[nH]c2ccccc2c1NC(=O)C1CCCC1,3,-15,0.86,-377,-3,-2,1,-1.7
Cn1c(CCNC(=O)c2ccco2)nc2cc(NC(=O)c3ccccc3)ccc21,-3,-1,0.94,17,4,-8,-1,-2.3
CN(C)c1ccc(NC(=O)CSc2nc(C3CC3)nc3ccccc23)cc1,3,7,0.79,9,22,-5,1,-2.5
O=[N+]([O-])c1cccc(/C=C/c2ccccn2)c1,2,11,1,8,43,-4,1,0.0
CCOc1cc(C(=S)N2CCOCC2)ccc1OS(=O)(=O)c1ccc(Br)cc1,2,20,1.3,21,6,2,0,1.5
CN(CCC#N)C(=O)COC(=O)c1ccccc1OCc1ccccc1Cl,-2,4,0.94,10,12,-4,0,1.1
Cc1ccc(-c2nc(CN3CCN(C(=O)C4CCCO4)CC3)cs2)cc1 (configuration not stated),11*,-6,0.91,-5,-3,2,-1,0.9
O=C(O)c1cc(-c2ccc(Cl)cc2)n(-c2ccc(Cl)cc2)n1,-3,21,1.1,9,-13,-2,0,-0.1
O=C(CSc1cccc2cccnc12)Nc1cccc(S(=O)(=O)N2CCOCC2)c1,1,-7,0.9,-467,-3,-20,2,2.1
Cc1ccsc1C(=O)OCC(=O)Nc1c(Cl)cccc1C(F)(F)F,0,-6,1,13,0,1,1,-0.3
Cc1ccc(C(=O)Cn2c(C)cc(C)c(C#N)c2=O)cc1,13*,-8,0.93,-28,-22,2,1,1.6
COc1ccc(NC(=O)CSc2ccccc2)cn1,0,15,0.93,10,5,-9,-1,-2.0
CC(C)(C)NCCOCCOc1ccccc1-c1ccccc1,1,-10,1.2,16,-19,13,0,4.5
CCOCc1c(C(=O)OCC(=O)Nc2ccc(C)c(S(=O)(=O)N(C)C)c2)oc2ccccc12,0,11,0.88,-1,-11,-7,0,12
COc1ccc2c(c1OC)C(=O)N1N=C(c3ccc(Cl)cc3)CC21 (configuration not stated),-3,13,0.83,-14,-5,5,1,2.4
O=C(NC(Cc1ccccc1)C(=O)O)/C(=C/c1ccc([N+](=O)[O-])cc1)NC(=O)c1ccccc1 (configuration not stated),0,-7,0.98,0,-27,3,0,-1.5
C[N+](C)(C)CCCC(=O)c1ccc2c(c1)OCO2,-2,1,0.9,-5,8,-3,2,-3.6
CCOC(=O)c1nn(-c2ccc(F)cc2)c(-c2ccccc2)c1C(=O)c1ccccc1,1,8,0.98,14,-10,-5,-2,-1.2
COc1ccc(Cl)c2sc(NC(=O)C3=COCCO3)nc12,-3,28,1,-197,-10,-4,4,-1.2
COC(=O)CCC(=O)OC1(C)C(=O)C2=CN(CC3CC3)C(c3ccc(OC)cc3)=CC2=C(Br)C1=O (configuration not stated),-3,76*,0.88,-40,31,8,-69,-0.4
COc1cc(C(=O)NCC(c2ccccc2)N(C)C)ccc1OCc1c(C)noc1C (configuration not stated),-3,-5,1,21,0,-9,-1,0.1
COc1ccc(CCNC(=O)c2cccc(NC3=NC4CS(=O)(=O)CC4S3)c2)c(OC)c1 (configuration not stated),-3,-6,1.1,10,-13,4,1,-1.2
CC1CCCC(NC(=O)COC(=O)c2ccc(S(=O)(=O)N3CCOCC3)cc2)C1C (configuration not stated),0,-5,1.1,19,-36,5,4,-0.2
Cc1ccc(C(=O)OCc2nnc(-c3ccc(Br)cc3)o2)cc1,-1,4,1.1,-4,16,-9,-1,1.0
CCc1nnc(SCc2cn3c(C)cc(C)nc3n2)n1N,2,2,0.96,-403,-23,-8,2,3.4
O=C(Nc1cccc(-c2cccc(F)c2)c1)C1CCN(Cc2ccc(CO)o2)CC1,-1,-2,1,15,-11,-7,-2,1.7

# The list continues.
SMILES,GRIN3A LBD mod,PfGluPho inh,hIAP activ,SENP8 block,SENP6 block,ATG4B inhibitor,SENP1 FRET inh,MPTP inh
CCOC(=O)/C(C#N)=C/c1ccc(OCC(=O)Nc2cc(C)ccc2C)c(OC)c1,0,-14,1.1,0,6,-1,-3,-0.9
O=c1c2[nH]c3ccccc3c2ncn1Cc1ccccn1,1,-1,0.91,-42,-8,-8,1,-0.1
CCN(CC)CCCNC(=O)C1CCN(C(=O)c2oc3cc4sc(N(C)C)nc4cc3c2C)CC1,0,10,1.3,-317,-26,5,0,-1.3
COc1ccc(/C=N/NC(=S)N[C@H]2CC3CCC2C3)cc1 (some centres not stated),26*,3,1,13,11,0,3,0.6
Cc1ccnc(SCC(=O)NC2CC2)n1,1,-7,1.2,13,0,0,0,-0.2
Cc1ccc(OCc2nnc(SCC(=O)Nc3sc(C)c(C)c3C#N)n2C)cc1,-1,-9,0.95,27,-12,-15,2,2.4
CC(=O)Oc1ccc(C(=O)NC(C)CCc2ccccc2)cc1 (configuration not stated),2,-5,0.96,7,16,2,-3,2.2
C#Cc1ccc([C@H]2C=C(C(=O)O)O[C@@H](OCc3ccc(CO)cc3)C2)cc1,-1,-11,1.1,3,-11,-2,-1,-0.3
Cc1ccccc1NC(=O)Cc1c(O)c2ccccc2[nH]c1=O,3,14,1.1,-9,3,8,-4,-0.4
CCOc1ccc(NS(=O)(=O)c2ccc(C(=O)NCC(c3ccc(OC)cc3)N3CCOCC3)cc2)cc1 (configuration not stated),-4,-17,0.99,8,-10,-11,1,-2.1
CCOC(=O)c1c(C)[nH]c(C(=O)Cn2c(=O)c3c(ncn3CC)n(Cc3ccccc3)c2=O)c1C,-10,6,1.1,14,-13,2,-8,-1.1
NC(=O)c1cc2cc(Br)ccc2o/c1=N/NC(=O)c1cccc(F)c1,-1,-1,0.92,2,6,0,-2,-0.9
Cc1ccc(C)c(S(=O)(=O)N2CCCC2CNC(=O)C(=O)NC2CCCCCC2)c1 (configuration not stated),-1,1,0.97,12,0,3,1,-0.7
Cc1cc(NC(=O)c2cc3ncc(Br)cn3n2)no1,0,1,1,-21,-26,-9,1,-1.0
COc1ccc2[nH]c(C)c(CCN3C(=O)OC(C)(C)C3(C)O)c2c1 (configuration not stated),-4,7,1.1,-13,12,-2,-9,1.4
CCOc1ccc(S(=O)(=O)N(CC)CC(=O)NCc2ccncc2)cc1C,-2,-1,0.84,5,-22,-4,-1,-0.2
